# From PubChem
# STAT3 act = STAT3 signaling activation; U3A cells, IL-6 STAT3-luciferase reporter, luminescence; 100% = signal with IL-6 EC80 alone; activation (% of control), % at 5.6 µM; 190,000 compounds, 0.91% hits;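 active = activation above the screen-wide mean of compound activation plus 3 SD, cut at about 130% in these data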;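 note: 0% = background luminescence of wells with medium and substrate only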
#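 Material: human U3A cells carrying STAT3-luciferase construct. Measured by: reporter luminescence signal. Timing: compound 1 h, then IL-6 6 h at 37 °C.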
# FLuc act counter = affects firefly luciferase, flagging false hits in luciferase stimulation screens. 200,000 tested, under 10 active. activation factor at 10 µM. ATPlite luciferase biochemical, luminescence, 10 min; 0 = ATP-free wells, 1 = DMSO control. P08659;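 active = luciferase activation factor, scaled between plate controls, of at least 2 with compound at 10 µM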
# Target sequence (P08659 whole entry, looked up): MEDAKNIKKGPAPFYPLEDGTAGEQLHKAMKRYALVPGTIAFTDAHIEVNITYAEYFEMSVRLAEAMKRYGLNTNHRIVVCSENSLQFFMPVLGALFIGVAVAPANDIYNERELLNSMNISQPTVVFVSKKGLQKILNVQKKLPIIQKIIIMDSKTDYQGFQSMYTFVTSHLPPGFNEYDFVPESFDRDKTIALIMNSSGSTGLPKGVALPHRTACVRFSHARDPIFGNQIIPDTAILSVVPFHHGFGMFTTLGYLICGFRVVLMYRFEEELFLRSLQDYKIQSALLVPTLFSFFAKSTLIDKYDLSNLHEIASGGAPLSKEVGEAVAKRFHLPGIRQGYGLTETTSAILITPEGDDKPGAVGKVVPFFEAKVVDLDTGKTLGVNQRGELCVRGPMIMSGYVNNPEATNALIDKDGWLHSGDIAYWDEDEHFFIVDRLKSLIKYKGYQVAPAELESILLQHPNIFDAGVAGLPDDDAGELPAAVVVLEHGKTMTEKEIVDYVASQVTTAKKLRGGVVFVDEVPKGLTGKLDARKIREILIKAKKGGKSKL
#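 System: luciferase plus luciferin reagent, cell-free; medium: PBS as buffer for the ATP substrate; dosing: test compounds dosed from 2 mM stocks in 100% DMSO; timing: 10 min post-reagent at room temperature; measured by: luminescence measurement of luciferase light output; evaluation: luciferase activation, seen as luminescence increase over controls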
# FLuc inh counter = inhibits firefly luciferase, flagging false hits in luciferase inhibition screens; P08659; ATPLite firefly luciferase biochemical luminescence, 10 min; inhibition, % at 10 µM; 200,000 compounds, 1.5% hits;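 active = inhibition above about 50% when tested at 10 µM, limit read from the data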
# APP 5'UTR act = APP 5'UTR luciferase reporter activation. SH-SY5Y APP 5'UTR luciferase reporter, luminescence; zero percent = DMSO vehicle wells. 190,000 compounds, 1% hits. activation, % at 2 µM;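 active = activation above a set limit, based on mean plus 3 SD of controls, cut at about 140% in these data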; note: values of inactives mirror those of a sister screen read the other way
# STAT1 activator = STAT1 signaling activation; AID 932; 200,000 compounds, 2.6% hits; activation (% of control), % at 5.5 µM; NIH 3T3 STAT1-luciferase reporter, IFN-gamma, luminescence; 100% = IFN-gamma alone, no compound;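 active = activation above the screen-wide mean activation plus 3 SD, cut at about 130% in these data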;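 note: raw ratio to IFN-gamma control signal so 100% means no change and 0% no light; values of inactives mirror those of a sister screen read the other way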
# STAT3 blocker = STAT3 signaling inhibition | inhibition, % at 5.5 µM | U3A cells, IL-6 STAT3-luciferase reporter, luminescence; host cell line lacks STAT1 | 190,000 compounds, 0.89% hits | AID 862;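 active = inhibition above the mean inhibition across all screened compounds plus 3 SD, cut at about 44% in these data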;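 note: 0% = DMSO only wells and 100% = 100 µM nifuroxazide control wells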
# STAT1 inh = STAT1 signaling inhibition | NIH 3T3 STAT1-luciferase reporter, IFN-gamma, luminescence | inhibition, % at 5.5 µM | 200,000 compounds, 0.35% hits | AID 920;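 active = inhibition above a set limit, the mean inhibition across all tested compounds plus 3 SD, cut at about 34% in these data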;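 note: 0% = IFN-gamma with DMSO and 100% = IFN-gamma with 300 µM nifuroxazide; values of inactives mirror those of a sister screen read the other way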
# ROMK primary = modulates human ROMK potassium channel activity; AID 1918; P48048; Tet-inducible ROMK, thallium flux fluorescence; actives lie on both sides; 130,000 compounds, 2% hits; B-score at 10 µM;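 active = signal ratio slope over the read window, or its plate-corrected B-score, at least 3 SD from the plate mean, either direction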;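 note: B-score of the F/F0 ratio slope over 7 to 12 s after thallium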
# Target sequence (P48048 whole entry, looked up): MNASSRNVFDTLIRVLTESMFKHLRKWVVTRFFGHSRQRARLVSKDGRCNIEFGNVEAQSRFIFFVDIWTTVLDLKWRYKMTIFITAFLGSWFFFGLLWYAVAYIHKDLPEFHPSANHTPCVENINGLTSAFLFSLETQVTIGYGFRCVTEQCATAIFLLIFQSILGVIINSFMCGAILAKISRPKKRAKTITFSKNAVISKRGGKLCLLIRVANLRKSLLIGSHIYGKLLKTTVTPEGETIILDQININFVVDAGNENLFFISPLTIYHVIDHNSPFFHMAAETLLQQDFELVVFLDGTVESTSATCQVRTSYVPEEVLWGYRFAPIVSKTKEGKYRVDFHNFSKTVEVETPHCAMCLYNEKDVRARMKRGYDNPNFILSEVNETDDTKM
# APP transl inh = APP translation inhibition; inhibition, % at 2 µM; 190,000 compounds, 0.82% hits; SH-SY5Y APP 5'UTR-luciferase reporter, luminescence; AID 1285;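 active = inhibition above a set limit, derived from the sample mean plus 3 SD, cut at about 45% in these data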; note: values of inactives mirror those of a sister screen read the other way
# NF-kB neuron act = raises NF-kB expression in human neuronal cells | NF-kB reporter expression; hits give high values | 190,000 compounds, 1.6% hits | fold change at 12.5 µM | AID 1239; in the data active = fold change above about 3.3
# Numbers without * were called inactive; x = no result given.
# The line under a structure holds: FLuc act counter	ROMK primary	APP 5'UTR act	STAT3 act	FLuc inh counter	STAT1 activator	STAT3 blocker	STAT1 inh	NF-kB neuron act	APP transl inh
COc1cccc(CNC(=O)CCC2CCCN(C(=O)c3cc(C)[nH]n3)C2)c1 (configuration not stated)
  1	0.88	-2	99	-4	107	6	-9	1	2
CCOC(=O)c1ccc(N/C=C/C(=O)c2ccccc2)cc1
  0.6	0.0034	164*	82	42	118	24	-21	4.8*	-164
COc1ccc(N2CCN(c3nc(NCCc4ccc(OC)c(OC)c4)nc(OC)n3)CC2)cc1
  1	x	1	88	-4	93	18	11	0.28	-1
Cc1ccc(C)c(N(CC(=O)NC2CCCCC2)C(=O)CCC(=O)Nc2ccccn2)c1
  1	x	8	102	0	104	7	-5	x	-8
Cc1cc(Cl)ccc1Oc1ncc(CN2CCN(c3ccccc3)CC2)s1
  1.1	0.54	x	100	-10	100	0	-3	0.88	x
O=C(NNC(=O)c1ccccc1Cl)c1cccs1
  0.9	x	20	104	11	110	-2	-11	1.4	-20
CCCOc1ccc(C(C(=O)OCCN(CC)CC)c2ccccc2)cc1 (configuration not stated)
  1	-0.041	-6	107	-4	101	-2	-1	1.1	6
N=C1/C(=C/c2cccn2-c2cccc([N+](=O)[O-])c2)C(=O)N=C2SC=CN12
  1	x	-18	102	-4	102	1	-2	0.98	18
COc1ccc(C(C)(C)C)cc1NC(=O)COC(=O)c1cnc(C)cn1
  1	x	8	104	-5	101	0	-1	0.92	-8
Cc1cc(C(F)F)n2nc(C(=O)O)nc2n1
  1.1	-0.0058	15	94	-6	101	11	-1	1.2	-15
COc1ccc(NC(=S)N2CCCN(Cc3cccc(Cl)c3)C2)cc1
  1	x	37	98	-4	103	4	-4	1.3	-37
Cc1ccc(C(c2nnnn2C(C)(C)C)N(Cc2ccco2)Cc2cccs2)cc1 (configuration not stated)
  1.1	x	10	104	-8	104	2	-2	0.78	-10
Cc1ccc(S(=O)(=O)N2CCN(Cc3cccc(C)c3O)CC2)cc1
  1.1	x	9	118	-8	103	-17	-4	1.1	-9
O=C(CCC(=O)Nc1ccccc1Cl)N/N=C1\CCCc2ccccc21
  1.1	-2.1	9	105	-5	94	-2	6	1.6	-9
O=C(N/N=C/c1ccccc1F)c1csc2c1CCCC2
  0.5	x	33	71	46	157*	38	-62	4*	-33
Cc1ccc(-c2cnc3n2CCCCC3)cc1
  1	-0.8	4	93	0	103	16	-3	1.3	-4
O=C(Nc1ccc(Cl)c(S(=O)(=O)N2CCOCC2)c1)c1cc(-c2ccccn2)nc2ccccc12
  1.1	-0.28	-21	102	-6	97	2	3	0.42	21
O=C(CC(=O)N/N=C/c1c(F)cccc1Cl)NCc1ccccc1
  1.1	-0.49	2	105	-6	102	2	-4	1	-2
CC(C)CNC(=O)CCc1c[nH]c2ccccc12
  1.1	x	4	92	-9	95	13	5	1.2	-4
Nc1nc(-c2ccc(-c3ccccc3)cc2)cs1
  0.3	0.74	179*	82	72*	141*	23	-43	7.9*	-179
CCOC(=O)C1=C(O)/C(=C/c2ccc(CNC(=O)C(=O)Nc3ccc(C)cc3)o2)N=C1C
  0.9	-2.1	3	112	6	98	-14	2	0.96	-3
O=C(CSc1nnc(CNC(=O)c2ccccc2F)o1)Nc1ccc2c(c1)OCO2
  1	-0.69	20	103	2	101	9	-2	0.98	-20
COc1ccc(C(=O)N=c2c(C#N)cc3c(=O)n4cccc(C)c4nc3n2Cc2ccco2)cc1
  1.1	0.42	-20	96	-5	100	5	0	0.95	20
Cc1cccc(C)c1NC(=O)CSc1nc(COc2ccccc2)nc2ccccc12
  1	x	3	103	-3	96	2	4	1.3	-3
CCCSc1nnc2n(C)c(=O)c3c4c(sc3n12)CCC4
  1	x	-19	98	-2	95	9	6	0.92	19
O=S(=O)(NCc1ccc2c(c1)OCO2)c1cccc2cccnc12
  1	x	-11	103	2	101	1	-2	1.1	11
Cc1ccc(C(=O)OCc2c(C)noc2C)cc1NC(=O)c1ccco1
  1.1	0.59	8	101	-8	96	0	3	1.3	-8
CC(=O)OCCOc1nc(N(C)C)nc(N(C)C)n1
  1	x	-12	110	-4	96	-6	4	1.3	12
CCC(c1nnnn1Cc1ccco1)N1CCN(C(=O)c2ccco2)CC1 (configuration not stated)
  1.1	x	-15	101	-11	112	5	-13	1.1	15
c1sc2[n+](c1C13CC4CC(CC(C4)C1)C3)CCS2
  1	0.28	-3	104	-1	92	-3	8	0.99	3
O=C(c1ccccc1F)N(Cc1nc2ccccc2c(=O)[nH]1)C1CCCC1
  1.1	-0.33	10	100	-7	95	3	4	1.1	-10
N#CC1=C(N)Oc2n[nH]c(-c3cccs3)c2C1c1ccco1 (configuration not stated)
  1.1	-3.5*	x	101	-6	93	2	10	1	-19
CCC(C(=O)Nc1ccc(OC)c(Cl)c1)c1ccccc1 (configuration not stated)
  1	0.26	10	103	0	106	-6	-6	1	-10
COc1ccccc1CNC(=O)c1cnc2ccccn2c1=O
  1	x	-14	104	-2	99	-5	2	1.1	14
O=C(CSc1cn(CC(=O)N2CCCCCC2)c2ccccc12)NCC1CCCO1 (configuration not stated)
  1	0.054	5	102	-3	94	0	4	2.4	-5
O=C(N/C=C/c1ccco1)NCc1ccccc1
  1	1.2	26	111	-3	93	-4	7	0.97	-26
c1ccc(-n2nnnc2Oc2ccc(-c3nnco3)cc2)cc1
  x	0.36	4	102	x	102	0	-2	1.3	-4
CCN1C(=O)C2(C(C#N)=C(N)Oc3n[nH]c(C(C)C)c32)c2ccccc21 (configuration not stated)
  1	x	8	94	-2	110	10	-11	0.9	-8
Cn1c(SCC(=O)NCc2ccccc2)nc2ccccc21
  1	-0.47	0	88	1	96	18	4	1.2	0
O=C(Nc1ccc(F)cc1)c1cnc(-c2ccccc2)nc1-c1ccccc1
  1	0.023	4	100	-2	133*	7	-37	1.1	-4
CC(=O)c1cccc(S(=O)(=O)N2CCN(c3ccccc3F)CC2)c1
  1.1	0.048	7	101	-6	86	6	14	1.1	-7
CN(C)C(=O)/C(=C/c1cn(-c2ccccc2)nc1-c1cccc([N+](=O)[O-])c1)NC(=O)c1ccccc1
  1	x	-6	102	-4	90	-3	11	1.2	6
COc1cc2c(cc1OC)-c1cc(NC3CCCCC3)nc(=O)n1CC2
  1.1	0.56	-16	101	-6	94	6	7	0.78	16
CCCC(C)C(=O)NCc1ccccc1OC (configuration not stated)
  1	1	9	97	-5	101	8	-1	1.1	-9
C=CCn1c(-c2cccnc2Cl)nc2cc(Cl)c(Cl)cc21
  1	x	22	104	-4	99	3	1	1.1	-22

# Three compounds out of the list, arranged by length of the SMILES, rising:
# The line under a structure holds: FLuc act counter	ROMK primary	APP 5'UTR act	STAT3 act	FLuc inh counter	STAT1 activator	STAT3 blocker	STAT1 inh	NF-kB neuron act	APP transl inh
O=C(N/C=C/c1ccco1)NCc1ccccc1
  1	1.2	26	111	-3	93	-4	7	0.97	-26
C=CCn1c(-c2cccnc2Cl)nc2cc(Cl)c(Cl)cc21
  1	x	22	104	-4	99	3	1	1.1	-22
O=C(c1ccccc1F)N(Cc1nc2ccccc2c(=O)[nH]1)C1CCCC1
  1.1	-0.33	10	100	-7	95	3	4	1.1	-10

# Going on with the list:
# The line under a structure holds: FLuc act counter	ROMK primary	APP 5'UTR act	STAT3 act	FLuc inh counter	STAT1 activator	STAT3 blocker	STAT1 inh	NF-kB neuron act	APP transl inh
O=c1c2ccccc2nnn1CSc1nnc(COc2ccc(Cl)cc2)n1Cc1ccco1
  1	0.25	9	95	0	99	15	1	0.99	-9
Cc1ncccc1C(=O)N1CCCC(CNC(=O)c2ccc(-c3ccccc3)cc2)C1 (configuration not stated)
  1.1	0.84	-6	98	-6	104	4	-6	1.3	6
COc1cc(Cl)c(C)cc1NC(=O)CSc1nnc(-c2cccnc2)n1Cc1ccco1
  1.1	-1.8	-14	92	-10	92	17	9	0.85	14
O=C(CCCC(=O)OCC(Cl)=C(Cl)Cl)Nc1ccccc1
  1	x	17	107	-3	98	-2	2	0.92	-17
Cc1ccc(CNC(=O)C(=O)NCCC2=CCCCC2)cc1
  1.1	1.3	6	96	-8	91	6	10	1.2	-6
O=C(COc1ccc2oc(-c3ccccc3)cc(=O)c2c1)NCc1ccco1
  0.7	x	10	94	32	92	13	8	1.2	-10
CCCCOc1ccc(NC(=O)C(=O)NCCCn2ccnc2)cc1
  1	-0.57	-7	98	-1	93	1	9	1.4	7
O=C(CCCNS(=O)(=O)c1cccc2nsnc12)NCCN1CCN(c2ccccc2F)CC1
  1.1	0.45	5	103	-8	96	3	4	x	-5
O=C(Nc1ccccc1F)c1ccc(CSc2ccccc2)o1
  0.9	x	13	111	7	102	-19	-2	1.8	-13
CC(C(=O)NC1CCCC1)N(C(=O)c1ccc(-c2ccccc2)[nH]1)c1ccccc1F (configuration not stated)
  1.1	x	-9	102	-5	91	3	10	0.7	9
CC(=O)C(Sc1nccc(-c2cccs2)n1)C(C)=O
  1	0.32	20	105	3	104	-1	-4	1.2	-20
CCN=c1scc(-c2ccc(F)cc2)n1/N=C/c1ccccn1
  0.8	0.46	107	85	17	138*	24	-41	5*	-107
CN1C(=O)C2(c3ccccc31)N(C)CC(c1ccccn1)C21SC(=S)N(Cc2ccco2)C1=O (configuration not stated)
  1	x	-15	92	-5	90	13	11	0.8	16
Cc1[nH][nH]c(=O)c1C=NCc1cccc(C(F)(F)F)c1
  1.1	-0.88	33	101	-6	100	6	-2	0.92	-33
COc1ccc2c(c1)nc(NCCO)n2C
  1	0.57	-2	95	-1	104	7	-5	1.1	2
COc1cccc(/C(O)=C2\C(=O)C(=O)N(c3ccccn3)C2c2ccccc2OC)c1 (configuration not stated)
  1.1	-1	-2	99	-10	102	4	-2	1.2	2
Cc1nnc(-c2ccccc2)nc1N(C)C
  1	-0.091	6	88	-4	108	20	-11	1.4	-6
COc1cc2oc(=O)c3c(c2cc1OCC(=O)c1c(C)n(C)c2ccccc12)CCCC3
  1	0.16	-18	94	-2	96	7	4	1	18
CCOc1ccc(C(=O)NCc2ccccc2)cc1Br
  1	-0.09	2	98	-2	93	6	7	1.2	-2
Nc1nc2ccc(C(=O)NCCOC(=O)C3CCCCC3)cc2s1
  1.1	-1	12	105	-7	111	2	-13	1.1	-12
C/C(=N\NC(=O)CCc1c[nH]c2ccccc12)c1ccc([N+](=O)[O-])cc1
  1.1	x	8	93	-6	107	8	-8	1.1	-8
COc1ccc(CCNC(=O)COc2ccc(S(=O)(=O)NC(C)C)cc2)cc1OC
  1.1	0.065	21	98	-9	99	8	1	x	-20
O=C(COC(=O)Cc1cn2ccsc2n1)NC12CC3CC(CC(C3)C1)C2
  1	-0.39	4	103	-4	95	-1	5	1	-4
CCNC(=O)C1CC(=O)N(CC)C(=Nc2cc(Cl)c(O)c(Cl)c2)S1 (configuration not stated)
  1.1	x	1	106	-10	104	4	-4	1.2	-1
Cc1csc(SCC(=O)NC(=O)NCCC(C)C)n1
  1.1	0.58	15	91	-8	99	13	1	1.3	-15
O=C(O)CCCNC(=O)/C(=C\c1ccc(Cl)cc1)NC(=O)c1ccc(Br)cc1
  1	-0.97	6	90	-2	102	17	-6	0.81	-6
Cc1ccc(OCc2nc(C#N)c(NCc3ccco3)o2)cc1
  1	0.46	-2	100	-2	101	7	-1	1.2	2
